Bioassay records deposited in PubChem by several laboratories.
DAX1 inh-1 – DAX1 (NR0B1) inhibitors on StAR promoter, primary screen, cell-based, luminescence, SF-1 (NR5A1), full-length DAX-1; AID 652010, 2013; 370,000 tested, 1.1% active; inhibition, % at 6.8 µM; HEK293T StAR-luciferase reporter, SF-1/DAX-1 repression relief;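 active means inhibition above the mean over all tested compounds plus 3 SD, cut at about 3.6% in these data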;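 further: 0% = DAX-1 cells with DMSO and 100% = cells lacking DAX-1 with DMSO; higher inhibition means more luminescence from relief of DAX-1 repression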
PG9 Ab binder – binders of HIV-1 gp120 antibody PG9, primary screen, biochemical, TR-FRET | inhibition, % at 6.7 µM | TR-FRET gp120-PG9 antibody binding | 360,000 tested, 0.43% active; in the data active means inhibition above about 8.5%
NR1D1 modulator – modulators of Rev-erb alpha DNA binding, primary screen, biochemical, FITC-DNA, fluorescence polarization, uHTS; Nuclear receptor subfamily 1 group D member 1 (Homo sapiens), P20393; Rev-erbα–FITC-DNA binding, 90 min; activity, % at 10 µM; 370,000 tested, 0.79% active; AID 1259318, 2017;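 active means activity above about 14%, limit read from the data; passing the limit was not always enough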;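 further: 0% = DMSO wells with 35 nM protein and 100% = DMSO wells with 750 nM protein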
PLCb3 inh – human PLC-beta3 inhibitors, primary screen, biochemical, fluorescence; Purified PLC-beta3, fluorogenic substrate; inhibition, % at 12.2 µM; 370,000 tested, 0.18% active; AID 720704, 2013; in the data active means inhibition above about 11%;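 further: 0% = median of compound wells on plate and 100% = full blocker control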
ssDAF-12 act – S. stercoralis DAF-12 nuclear receptor activators, primary screen, cell-based, luminescence, HEK293, GRIP1 co-expression, lit1-tk-luc; Nuclear hormone receptor DAF-12 (Strongyloides stercoralis); HEK293 ssDAF-12/GRIP1 lit1-tk-luc reporter; % of 3 µM dafachronic acid response; activation, % at 6.8 µM; 370,000 tested, 1% active; AID 652126, 2013;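 active means activation above the mean over all tested compounds plus 3 SD, cut at about 0.9% in these data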;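 further: 0% = DMSO-only wells and 100% = 3 µM delta7-dafachronic acid wells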
HGIII-sPLA2 inh – human group III sPLA2 inhibitors, primary screen, biochemical, QFRET, BODIPY PC-A2 liposome substrate; QFRET BODIPY PC-A2 liposome hydrolysis, fluorescence; 370,000 tested, 0.56% active; inhibition, % at 12.2 µM; AID 743126, 2013;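 active means inhibition above mean plus 3 SD of compounds lying within the high and low control bounds, cut at about 19% in these data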;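 further: 0% = median of test compound wells and 100% = no enzyme DMSO wells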
Target sequence (Q9NZ20 whole entry, looked up): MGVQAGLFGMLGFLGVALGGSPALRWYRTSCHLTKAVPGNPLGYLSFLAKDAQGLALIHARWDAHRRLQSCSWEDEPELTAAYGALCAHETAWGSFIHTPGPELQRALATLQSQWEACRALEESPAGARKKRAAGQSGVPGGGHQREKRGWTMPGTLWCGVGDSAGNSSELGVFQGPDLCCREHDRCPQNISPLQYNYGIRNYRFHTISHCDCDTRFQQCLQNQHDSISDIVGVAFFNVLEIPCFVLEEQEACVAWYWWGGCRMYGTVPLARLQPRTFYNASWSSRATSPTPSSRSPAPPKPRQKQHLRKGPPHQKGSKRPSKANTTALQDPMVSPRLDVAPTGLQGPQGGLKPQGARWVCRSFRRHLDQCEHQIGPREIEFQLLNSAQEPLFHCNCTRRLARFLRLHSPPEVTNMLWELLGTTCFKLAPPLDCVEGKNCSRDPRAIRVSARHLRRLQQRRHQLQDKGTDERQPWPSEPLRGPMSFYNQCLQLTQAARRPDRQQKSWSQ
hgDAF12 agonist – H. glycines DAF-12 receptor agonists, primary screen, cell-based, luminescence, HEK293, GAL4 fusion, UAS-luciferase; HEK293 GAL4-hgDAF12 UAS-luciferase reporter, agonist luminescence; normalized to butyrate control; activation, % at 6.8 µM; 370,000 tested, 1.8% active; AID 687014, 2013;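 active means activation above a cutoff set at the mean of all screened compounds plus 3 SD, cut at about 10% in these data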;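 further: 0% = DMSO wells and 100% = sodium butyrate wells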
GAA850 FXN act – FXN promoter activators, primary screen, cell-based, luciferase luminescence, HEK293 lucGAA850. HEK293 lucGAA850 FXN promoter luciferase reporter, 24 h; percent of 10 µM SAHA response. activation, % at 6 µM. 360,000 tested, 0.56% active;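 active means activation above the average of all compounds screened plus 3 SD, cutoff fixed separately per campaign, cut at about 7.5% in these data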;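 further: 0% = DMSO wells and 100% = 10 µM SAHA wells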
DAX1 inh-2 – DAX1 (NR0B1) inhibitors, primary screen, cell-based, HEK293, Gal4-DAX1, luciferase luminescence; HEK293 Gal4-DAX1 luciferase reporter; 340,000 tested, 0.99% active; AID 504766, 2011; Nuclear receptor subfamily 0 group B member 1 (Homo sapiens), P51843; inhibition, % at 6.75 µM;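 active means inhibition above the mean over all tested compounds plus 3 SD, cut at about 4.2% in these data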;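 further: 0% = DAX1-transfected cells with DMSO and 100% = empty-vector control cells with DMSO; inhibition shows as a rise in luminescence from relieved DAX1 repression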
Target sequence (P51843 207-470 limits assumed): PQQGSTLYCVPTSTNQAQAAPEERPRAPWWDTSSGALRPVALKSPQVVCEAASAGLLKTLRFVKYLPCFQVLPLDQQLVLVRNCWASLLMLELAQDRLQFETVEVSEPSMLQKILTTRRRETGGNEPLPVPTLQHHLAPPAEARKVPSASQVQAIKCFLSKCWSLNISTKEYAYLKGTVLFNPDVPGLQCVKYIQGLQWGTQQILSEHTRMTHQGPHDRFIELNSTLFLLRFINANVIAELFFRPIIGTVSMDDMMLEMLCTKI
hcDAF-12 act – H. contortus DAF-12 nuclear receptor activators, primary screen, cell-based, luminescence, HEK293, lit1-tk-luc reporter | HEK293 hcDAF-12 lit1-tk-luc reporter; 0% DMSO, 100% Δ7-dafachronic acid | 370,000 tested, 1.4% active | AID 652067, 2013 | activation, % at 6.8 µM;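 active means activation above the mean of all tested compounds plus 3 SD, cut at about 5.5% in these data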;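 further: 100% = response to 3 µM Δ7-dafachronic acid high control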
SMARCA2 act – SMARCA2 (BRM) function activators, primary screen, cell-based, luminescence, high throughput; MG213 cells, MMTV-luciferase reporter, dexamethasone, overnight; 370,000 tested, 1% active; activation, % at 9.1 µM; in the data active means activation above about 7.8%;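 further: 0% = vehicle wells and 100% = reference activator wells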
Starred values were filed as active, the others as inactive.

CCC1CCCCN1C(=S)Nc1ccc(SC(F)F)cc1 (stereo not drawn) was read as DAX1 inh-1 0.4, PG9 Ab binder 0.3, NR1D1 modulator 0, PLCb3 inh -1, ssDAF-12 act -0.4, HGIII-sPLA2 inh 11, hgDAF12 agonist 0.8, GAA850 FXN act -1.5, DAX1 inh-2 0.3, hcDAF-12 act 0.0 and SMARCA2 act -1.
`Cc1ccc(Nc2nc(-c3c(C)nc4ncccn34)cs2)cc1` gave DAX1 inh-1 -0.5, PG9 Ab binder -4.3, NR1D1 modulator -3, PLCb3 inh -31, ssDAF-12 act -1.1, HGIII-sPLA2 inh 9, hgDAF12 agonist -6.9, GAA850 FXN act 2.0, DAX1 inh-2 -1.2, hcDAF-12 act -1.9 and SMARCA2 act -3.
For Cc1cccc2c(=O)c(C(=O)NCCCN3CCOCC3)c[nH]c12 the results were DAX1 inh-1 1.5, PG9 Ab binder 0.1, NR1D1 modulator 1, PLCb3 inh 1, ssDAF-12 act 0.5, HGIII-sPLA2 inh 5, hgDAF12 agonist -0.4, GAA850 FXN act -1.6, DAX1 inh-2 0.8, hcDAF-12 act 3.8 and SMARCA2 act 1.
Screening Cc1c(CCC(=O)NCCCN2CCCC2=O)c(=O)oc2cc(O)ccc12 returned DAX1 inh-1 -0.3, PG9 Ab binder 2.8, NR1D1 modulator -11, PLCb3 inh inactive, ssDAF-12 act -1.5, HGIII-sPLA2 inh -2, hgDAF12 agonist 1.5, GAA850 FXN act 0.7, DAX1 inh-2 1.1, hcDAF-12 act -1.8 and SMARCA2 act 2.
COc1ccc(OC)c(/C=C/C(=O)OCC(=O)Nc2cccc(Oc3ccccc3)c2)c1 was read as DAX1 inh-1 -0.9, PG9 Ab binder 2.1, NR1D1 modulator 1, PLCb3 inh inactive, ssDAF-12 act -1.4, HGIII-sPLA2 inh -27, hgDAF12 agonist 0.2, GAA850 FXN act 4.0, DAX1 inh-2 -0.3, hcDAF-12 act -1.5 and SMARCA2 act -3.
CC(C)=N/N=C1/NC(=O)C(CC(=O)Nc2cc(Cl)ccc2C)S1 (stereo not drawn) was read as DAX1 inh-1 -0.4, PG9 Ab binder 1.0, NR1D1 modulator -4, PLCb3 inh -6, ssDAF-12 act -1.4, HGIII-sPLA2 inh 14, hgDAF12 agonist -0.5, GAA850 FXN act 2.8, DAX1 inh-2 0.8, hcDAF-12 act 0.7 and SMARCA2 act -4.
For COC(=O)c1ccc([N+](=O)[O-])c(CS(=O)(=O)c2ccc(Cl)cc2)c1 the results were DAX1 inh-1 -0.3, PG9 Ab binder -0.5, NR1D1 modulator -2, PLCb3 inh -3, ssDAF-12 act -0.5, HGIII-sPLA2 inh -5, hgDAF12 agonist -2.1, GAA850 FXN act -2.0, DAX1 inh-2 1.4, hcDAF-12 act 0.0 and SMARCA2 act -2.
For CN(CCO)c1cccc2c1S(=O)(=O)N[C@H](Cc1ccccc1)CO2 the results were DAX1 inh-1 0.9, PG9 Ab binder -0.1, NR1D1 modulator -3, PLCb3 inh 1, ssDAF-12 act -1.2, HGIII-sPLA2 inh -3, hgDAF12 agonist 0.1, hcDAF-12 act 1.3 and SMARCA2 act -3.
Screening Cc1ccc(Cc2c(-c3ccc(C#N)cc3)nc3ccc(Cl)cn23)cc1 returned DAX1 inh-1 1.9, PG9 Ab binder -0.3, NR1D1 modulator -3, PLCb3 inh -18, ssDAF-12 act -1.1, HGIII-sPLA2 inh -17, hgDAF12 agonist 9.7, hcDAF-12 act 3.1 and SMARCA2 act -4.
For CCn1c2ccccc2c2cc(NC(=O)CN3CCCC3)ccc21 the results were DAX1 inh-1 -0.6, PG9 Ab binder -1.6, NR1D1 modulator 0, PLCb3 inh -9, ssDAF-12 act -2.4, HGIII-sPLA2 inh 1, hgDAF12 agonist -5.1, GAA850 FXN act 3.9, DAX1 inh-2 2.6, hcDAF-12 act -5.6 and SMARCA2 act -2.
`COCC1CCCN(Cc2nc(-c3ccc4c(c3)OCO4)no2)C1` (stereo not drawn) gave DAX1 inh-1 3.1, PG9 Ab binder 0.1, NR1D1 modulator 0, PLCb3 inh -5, ssDAF-12 act -0.6, HGIII-sPLA2 inh -1, hgDAF12 agonist 6.8, GAA850 FXN act 4.0, DAX1 inh-2 0.7, hcDAF-12 act 3.5 and SMARCA2 act 6.
`OC1(c2ccc3c(c2)OCO3)CCN(Cc2ccc(F)cc2)CC1` gave DAX1 inh-1 0.1, PG9 Ab binder -0.3, NR1D1 modulator -6, PLCb3 inh -3, ssDAF-12 act -1.4, HGIII-sPLA2 inh -2, hgDAF12 agonist -2.6, GAA850 FXN act 1.8, DAX1 inh-2 -0.7, hcDAF-12 act -2.0 and SMARCA2 act 0.
`COc1ccc(OC)c(NC(=O)CSc2ccccc2)c1` gave DAX1 inh-1 -0.8, PG9 Ab binder -0.7, NR1D1 modulator 3, PLCb3 inh -6, ssDAF-12 act -1.2, HGIII-sPLA2 inh -1, hgDAF12 agonist -2.0, GAA850 FXN act 0.7, DAX1 inh-2 -0.3, hcDAF-12 act -1.4 and SMARCA2 act -8.
Screening Cc1nc2ccccn2c1C(=O)/C=C/c1ccc(F)cc1 returned DAX1 inh-1 0.8, PG9 Ab binder 0.6, NR1D1 modulator -3, PLCb3 inh -2, ssDAF-12 act -0.8, HGIII-sPLA2 inh 3, hgDAF12 agonist 2.8, GAA850 FXN act 1.5, DAX1 inh-2 1.5, hcDAF-12 act 0.3 and SMARCA2 act 3.
Screening COc1ccccc1OCCCOc1ccc(C)cc1Br returned DAX1 inh-1 0.6, PG9 Ab binder -2.6, NR1D1 modulator 0, PLCb3 inh 2, ssDAF-12 act -0.7, HGIII-sPLA2 inh -8, hgDAF12 agonist 5.0, GAA850 FXN act 5.9, DAX1 inh-2 1.1, hcDAF-12 act 0.6 and SMARCA2 act 5.
O=C(CSc1nnc(COc2ccccc2)n1Cc1ccco1)c1ccc2ccccc2c1 was read as DAX1 inh-1 -1.4, NR1D1 modulator 3, PLCb3 inh -6, ssDAF-12 act -1.4, HGIII-sPLA2 inh -53, hgDAF12 agonist -0.5, hcDAF-12 act -2.7 and SMARCA2 act -6.
Screening COc1ccc(C2C(C(N)=O)=C(C)Nc3nc(-c4ccccc4OC)nn32)cc1OC (stereo not drawn) returned DAX1 inh-1 0.4, PG9 Ab binder -1.2, NR1D1 modulator -1, PLCb3 inh -18, ssDAF-12 act -1.3, HGIII-sPLA2 inh -3, hgDAF12 agonist 2.7, GAA850 FXN act -2.5, DAX1 inh-2 3.2, hcDAF-12 act -1.2 and SMARCA2 act -3.
`Cn1c(CC(=O)Nc2ccc(F)cc2)c(Sc2ccccc2)c2ccccc21` gave DAX1 inh-1 0.1, PG9 Ab binder -2.4, NR1D1 modulator 2, PLCb3 inh -1, ssDAF-12 act -0.6, HGIII-sPLA2 inh 7, hgDAF12 agonist 0.2, GAA850 FXN act 1.4, DAX1 inh-2 0.2, hcDAF-12 act 6.5* and SMARCA2 act -3.
For CC(C)N1CC(O)=C(c2nc3ccccc3c(=O)[nH]2)C1=N the results were DAX1 inh-1 0.1, PG9 Ab binder 0.0, NR1D1 modulator -2, PLCb3 inh -256, ssDAF-12 act -0.6, HGIII-sPLA2 inh 2, hgDAF12 agonist 1.0, GAA850 FXN act 2.8, DAX1 inh-2 0.2, hcDAF-12 act 0.0 and SMARCA2 act 1.
CCOc1cc(Cl)c(NC(=O)CC)cc1OCC was read as DAX1 inh-1 -0.7, PG9 Ab binder -2.5, NR1D1 modulator -2, PLCb3 inh 5, ssDAF-12 act -0.7, HGIII-sPLA2 inh 2, hgDAF12 agonist -2.1, GAA850 FXN act 0.8, DAX1 inh-2 -0.7, hcDAF-12 act 0.2 and SMARCA2 act -2.

Reprinted at random: two entries already listed.
For COC(=O)c1ccc([N+](=O)[O-])c(CS(=O)(=O)c2ccc(Cl)cc2)c1 the results were DAX1 inh-1 -0.3, PG9 Ab binder -0.5, NR1D1 modulator -2, PLCb3 inh -3, ssDAF-12 act -0.5, HGIII-sPLA2 inh -5, hgDAF12 agonist -2.1, GAA850 FXN act -2.0, DAX1 inh-2 1.4, hcDAF-12 act 0.0 and SMARCA2 act -2.
O=C(CSc1nnc(COc2ccccc2)n1Cc1ccco1)c1ccc2ccccc2c1 was read as DAX1 inh-1 -1.4, NR1D1 modulator 3, PLCb3 inh -6, ssDAF-12 act -1.4, HGIII-sPLA2 inh -53, hgDAF12 agonist -0.5, hcDAF-12 act -2.7 and SMARCA2 act -6.

Further entries follow.
`CC(C)[C@@H]1N[C@]2(C(=O)Nc3ccccc32)[C@@H]2C(=O)N(c3cccc(C(F)(F)F)c3)C(=O)[C@@H]21` gave DAX1 inh-1 0.0, PG9 Ab binder 0.8, NR1D1 modulator -1, PLCb3 inh -2, ssDAF-12 act -0.6, HGIII-sPLA2 inh 0, hgDAF12 agonist 1.1, GAA850 FXN act -1.6, DAX1 inh-2 -1.0, hcDAF-12 act 2.4 and SMARCA2 act -2.
C#CC(=O)N(c1ccc(OC)cc1OC)C(C(=O)NC1CCCC1)c1cccs1 (stereo not drawn) was read as DAX1 inh-1 -0.8, PG9 Ab binder 1.0, NR1D1 modulator -6, PLCb3 inh 0, ssDAF-12 act -2.0, HGIII-sPLA2 inh 1, hgDAF12 agonist -18, GAA850 FXN act -15, DAX1 inh-2 -2.4, hcDAF-12 act -3.7 and SMARCA2 act -8.
Screening O=C(Nc1ccc(F)cc1F)c1cc(-c2ccc3c(c2)OCO3)on1 returned DAX1 inh-1 0.5, PG9 Ab binder 0.7, NR1D1 modulator 13, PLCb3 inh -5, ssDAF-12 act -0.6, HGIII-sPLA2 inh -1, hgDAF12 agonist 0.8, GAA850 FXN act -0.9, DAX1 inh-2 0.5, hcDAF-12 act -1.1 and SMARCA2 act -1.
COc1cc(C(=O)OCC(=O)N2CCN(S(=O)(=O)c3ccc(C)cc3C)CC2)c([N+](=O)[O-])cc1OC was read as DAX1 inh-1 -2.3, PG9 Ab binder 0.0, NR1D1 modulator -2, PLCb3 inh -3, ssDAF-12 act -1.7, HGIII-sPLA2 inh -13, hgDAF12 agonist -1.8, GAA850 FXN act -0.1, DAX1 inh-2 0.4, hcDAF-12 act -2.8 and SMARCA2 act -3.
`C=CCN1C(=O)C(CC(=O)O)SC1=Nc1ccc(C)cc1` (stereo not drawn) gave DAX1 inh-1 0.0, PG9 Ab binder -1.0, NR1D1 modulator 1, PLCb3 inh -5, ssDAF-12 act -1.1, HGIII-sPLA2 inh 0, hgDAF12 agonist 0.8, GAA850 FXN act -0.1, DAX1 inh-2 1.6, hcDAF-12 act 0.9 and SMARCA2 act -2.
